ERp5 block: inhibitors of ERp5-driven insulin aggregation, primary screen, biochemical, turbidity, absorbance 650 nm, single point; inhibition, % at 9.99 µM; actives 0.05% (n = 350,000); 90 min; Protein disulfide-isomerase A6 (Homo sapiens), Q15084;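 active means mean replicate inhibition above about 25%, with every replicate also reaching it, limit read from the data, passing the limit was not always enough; inconclusive means only one of those two criteria met; inactive means neither criterion met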
DENV2 CPE rescue: inhibitors of DENV2 cytopathic effect, primary screen, cell-based, plate reader, single concentration; DENV2-infected cells, cytopathic effect rescue; AID 651640, 2012; actives 1.7% (n = 350,000); CPE inhibition, % at 9.99 µM; in the data active means CPE inhibition above about 20%, passing the limit was not always enough; inconclusive means no clear call, values can overlap the other calls; tested in BHK-21 cells;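 further: 0% = median of neutral control wells and 100% = median of positive control wells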
E-selectin induc: E-selectin induction in HUVECs, primary screen, imaging, HUVEC, immunofluorescence imaging, single point. P16581. normalized: neutral wells 0, TNF-alpha wells 100. activation, % at 7.58 µM. actives 0.37% (n = 260,000). AID 686992, 2013;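 active means mean E-selectin-positive cell signal at least 10% of the positive control, reached in at least 60% of replicates, without over 20% cell loss; inconclusive means no rule given, readout overlaps actives, possibly toxicity-flagged; inactive means the rest, including those meeting only one limit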;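 further: in these data hits start at about 27%; measured in HUVEC primary endothelial cells; signal is the percent of cells scored E-selectin positive by PE staining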
Target sequence (P16581 whole entry, looked up): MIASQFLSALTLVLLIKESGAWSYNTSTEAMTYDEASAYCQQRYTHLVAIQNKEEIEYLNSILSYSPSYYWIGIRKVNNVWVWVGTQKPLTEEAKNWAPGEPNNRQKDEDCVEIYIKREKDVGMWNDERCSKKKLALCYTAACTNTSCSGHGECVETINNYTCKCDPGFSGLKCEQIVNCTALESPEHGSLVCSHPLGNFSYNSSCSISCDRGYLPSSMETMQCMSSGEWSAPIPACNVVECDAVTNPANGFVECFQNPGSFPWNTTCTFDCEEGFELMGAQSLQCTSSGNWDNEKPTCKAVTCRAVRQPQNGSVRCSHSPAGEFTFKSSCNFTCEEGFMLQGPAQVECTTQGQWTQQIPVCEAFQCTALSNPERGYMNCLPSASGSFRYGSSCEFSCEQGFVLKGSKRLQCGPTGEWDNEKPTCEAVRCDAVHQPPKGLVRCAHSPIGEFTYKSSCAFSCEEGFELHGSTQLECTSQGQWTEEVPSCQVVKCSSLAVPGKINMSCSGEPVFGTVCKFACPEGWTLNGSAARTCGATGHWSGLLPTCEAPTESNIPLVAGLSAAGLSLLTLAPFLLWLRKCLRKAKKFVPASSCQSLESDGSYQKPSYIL
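Test system: HUVEC | Signal: Immunofluorescence imaging | Read-out: Percent E-selectin-positive cells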
Statin myotox sup: suppressors of statin myotoxicity in C2C12 myotubes, primary screen, cell-based, single point, plate reader | rescue of ATP level, % at 7.49 µM | C2C12 myotubes + simvastatin, ATP luminescence, 48 h; scaled: DMSO 0, geranylgeraniol control 100 | AID 602340, 2012 | actives 0.78% (n = 330,000);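 active means mean ATP rescue above about 67%, or every replicate alone reaching that limit, limit read from the data, passing the limit was not always enough; inconclusive means no clear call, values can overlap the other calls; inactive means mean under the limit and some replicate under it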;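 further: myotubes were challenged with 10 µM simvastatin during compound exposure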
SIRT5 inh: SIRT5 desuccinylase inhibitors, primary screen, biochemical, fluorescence imaging, single point, set 5; NAD-dependent protein deacylase sirtuin-5, mitochondrial (Homo sapiens), Q9NXA8; Purified SirT5, succinyl-peptide AMC, trypsin-coupled fluorescence; inhibition, % at 15 µM; actives 1.1% (n = 330,000); in the data active means inhibition above about 15%; inconclusive means no clear call, values can overlap the other calls
Target sequence (Q9NXA8 whole entry, looked up): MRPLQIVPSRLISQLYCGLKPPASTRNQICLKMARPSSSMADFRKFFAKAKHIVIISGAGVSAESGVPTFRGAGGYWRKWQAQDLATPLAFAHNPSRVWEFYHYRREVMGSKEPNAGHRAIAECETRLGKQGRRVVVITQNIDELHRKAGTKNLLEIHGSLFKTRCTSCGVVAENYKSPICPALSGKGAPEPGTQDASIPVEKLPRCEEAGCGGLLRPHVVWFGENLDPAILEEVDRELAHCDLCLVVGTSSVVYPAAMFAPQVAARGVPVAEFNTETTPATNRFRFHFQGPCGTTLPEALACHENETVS
PglD inh: C. jejuni PglD acetyltransferase inhibitors, primary screen, biochemical, DTNB colorimetric, single point | inhibition, % at 12.5 µM | purified PglD enzyme, DTNB colorimetric CoA detection | actives 0.098% (n = 360,000); in the data active means inhibition above about 16%, passing the limit was not always enough; inconclusive means no clear call, values can overlap the other calls; further: strong numbers were not always called active
S100A4 inh HTS: inhibitors of S100A4-myosin IIA peptide binding, primary screen, biochemical, fluorescence polarization, TAMRA-MyoIIA peptide; Protein S100-A4 (Homo sapiens), P26447; actives 0.14% (n = 360,000); AID 652163, 2013; inhibition, % at 10.7 µM;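 active means mean inhibition of at least 70% across replicates, with every replicate also reaching that level; inconclusive means mean inhibition reaches 70% but some replicates fall short; inactive means mean inhibition below 70%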
Target sequence (P26447 whole entry, looked up): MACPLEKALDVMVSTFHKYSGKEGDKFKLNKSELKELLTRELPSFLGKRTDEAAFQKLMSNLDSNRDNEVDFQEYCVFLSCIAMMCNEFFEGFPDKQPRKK
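assay system = human S100A4 monomer with TAMRA-labelled myosin IIA peptide | also added = labelled myosin peptide probe, 5 nM | incubation = 5 min between mix addition and reading | control set = DMSO and TFP controls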
An asterisk follows results filed as active; u = inconclusive; x = no result given; & = joins results of further samples.

SMILES	ERp5 block	DENV2 CPE rescue	E-selectin induc	Statin myotox sup	SIRT5 inh	PglD inh	S100A4 inh HTS
Cc1ccsc1C(=O)N1CCC1(C)C(=O)Nc1cccc(C#N)c1 (centres undefined)	-1	16	0.8	-3	0	-4	-1
COc1ccc(S(=O)(=O)N2CCOCC2)cc1NC(=O)c1ccc(S(=O)(=O)N(C)c2ccccc2OC)cc1	1	2	x	-3	-16	-3	-5
C[C@@]12CCC3[C@@](CCC4[C@@]3(C)CCC[C@@]4(C)C(=O)NCc3ccccc3)(CC1=O)C2 (some centres undefined)	1	5	-0.1	-26	x	3	-17
C=C(C)c1cccc(C(C)(C)NC(=O)Nc2ccc(C(N)=O)cc2)c1	1	4	x	x	0	x	-4
COc1ccc(N2CCN(C(=O)Cn3cncn3)CC2)cc1	3	x	0.5	2	-1	0	-1
O=C(O)c1cccc(N/N=C/c2cn(-c3ccccc3)nc2-c2cccs2)c1	-3	6	0.1	-3	2	1	-3
O=C(CSc1nnnn1C1CCCC1)NCCc1ccccc1	1	1	3.3	5	-2	-3	-19
CN1CCN(c2ccc(S(=O)(=O)N3CCOCC3)cc2NC(=O)CCc2ccccc2)CC1	-1	15	5.2	x	0	x	2
Cc1cc(-c2ccccc2)c2c(=O)n(-c3ccccc3)[nH]c2n1	1	4	x	6	0	2	-13
COC(C[C@@H]1O[C@@H]1C(=O)[C@@H](C)OCc1ccccc1)OC	4	-6	-0.3	-11	4	5	-3
CSc1nc2nc(C)c(CCC(=O)OCC(=O)Nc3ccc(F)cc3)c(C)n2n1	0	5	-0.3	-7	3	-5	-5
CC(C)CC(=O)Nc1ccnc(-c2ccncc2)n1	1	-18	x	-4	-4	-2	-6
COc1ccc(Cl)cc1NC(=O)CCN1CCN(c2ccccc2C)CC1	-3	-2	x	27	-2	-5	-10
Cc1noc(C)c1NC(=O)Nc1cccc2c1O[C@H](CN(C)C(=O)NC1CCCCC1)[C@@H](C)CN([C@H](C)CO)C2=O	-8&0	-8&14	-0.1&-0.3	-20&-4	-2&-5	-2&1	5&-1
O=C(CSc1n[nH]c(-c2ccccc2)n1)c1ccccc1	-1	9	-0.5	10	-3	2	1
COc1cc(-c2nnc(SCC(=O)NC3CCCC3)n2C)cc(OC)c1O	-2	-2	0.2	2	1	-1	1
COc1ccc([N+](=O)[O-])cc1C(=O)NC1CCN(Cc2ccccc2)CC1	0	9	-0.1	x	3	1	2
CCOc1ncccc1C(=O)Nc1cc(S(=O)(=O)N2CCCCCC2)ccc1OC	7	u	x	-28	0	3	-6
NNC(=O)c1ccc(OCC2CC(c3ccc(Cl)cc3)=NO2)cc1 (centres undefined)	3	-9	3.6	x	5	-8	3
Cc1noc(C)c1-c1ccc(C(=O)NCc2ccc(Cl)cc2)c2occc12	-2	-4	-0.2	12	-1	-3	1
NC(=O)[C@@H]1CCCN1C(=O)c1cc(COc2ccc3c(c2)CCCC3)on1	2	6	0.0	x	-4	1	1
C[C@@H](O)C#Cc1ccc([C@@H]2[C@H](CO)N3CCCCN(CC4CCOCC4)C[C@@H]23)cc1	1	1	0.0	x	-18	4	-2
O=[N+]([O-])c1cc(/C=N/N2CCCCC2)ccc1Cl	0	5	x	x	0	x	16
CCC(=O)N1CCC1(C)C(=O)Nc1ccc(F)cc1 (centres undefined)	-5	-2	-0.3	2	2	1	2
CCCNC(=O)c1ccc(N2CCC3(CC2)CC(c2ccccc2)=NO3)c(NC(=O)c2ccco2)c1	-2	x	0.2	-7	x	0	6
O=C(O)CSc1nnc(-c2ccc(Cl)cc2Cl)n1-c1ccccc1	0	3	x	2	-12	8	-4
CCOC(=O)N/N=C\c1cccc(OC)c1	5	15	3.1	x	3	x	1
CC(Cc1cccnc1)NC(=O)c1ccccc1OC1CCN(S(C)(=O)=O)CC1 (centres undefined)	9	0	0.9	x	0	x	4
CC(=O)Nc1nc(C)c(-c2csc(Nc3ccc(S(N)(=O)=O)cc3)n2)s1	-6	2	0.1	-24	3	-5	-2
CCCNC(=O)Cc1ccc(N2C(=O)CSC2c2ccccc2)cc1 (centres undefined)	2	13	x	x	-6	-1	0
O=C(CSc1nnc(COc2ccc(Cl)cc2Cl)o1)Nc1ccccn1	3	-3	-0.2	4	-1	-1	-5
O=[N+]([O-])c1ccc(S(=O)(=O)Nc2ccccn2)cc1	1	6	x	2	-1	4	-3
Cc1cc(C)c2c(n1)sc1c(O)cc(=O)[nH]c12	x	x	-0.1	-2	x	0	x
O=C(Nc1nnc([C@H]2C[C@H](O)[C@@H](CO)O2)s1)c1ccc(Oc2ccccc2)cc1	-1	-3	-0.2	7	x	1	-2
CC(CC(=O)Nc1ccccc1C(F)(F)F)c1ccccc1 (centres undefined)	12	3	x	x	-1	x	-3
Cc1cc(C)n(CC(=O)NNC(=O)CC(C)c2ccccc2)n1 (centres undefined)	-3	0	x	6	-4	2	-2
Cc1ccc(N2CCN(C(=O)N3CCOCC3)CC2)cc1C	-5	0	2.8	x	-7	x	6
O=C(COC(=O)c1ccc(OC(F)F)cc1)NCC1CCCO1 (centres undefined)	6	-6	-0.4	1	2	0	-5
COc1ccc(Cl)cc1C(=O)NNC(=O)c1[nH]c(C)c(C(C)=O)c1C	5	-6	0.2	x	2	x	0
CCCN1Cc2cccc(C(=O)NC(CC(=O)OCC)c3ccc(OCC)c(OC)c3)c2C1=O (centres undefined)	8	5	x	10	-7	x	-11
CC(C)NC(=O)Nc1ccc2c(c1)C(=O)N([C@@H](C)CO)C[C@H](C)[C@H](CN(C)C)OCCCC[C@@H](C)O2	1	-5	1.4	x	10	-1	-4
C[C@@H]1CN([C@H](C)CO)C(=O)c2cc(NS(=O)(=O)c3cn(C)cn3)ccc2O[C@H]1CN(C)Cc1ccc(C(=O)O)cc1	8	-2	x	15	6	-3	3
CC1(c2ccccc2)CC(C)(C)N(C(=O)C2CCCO2)c2ccccc21 (centres undefined)	1	-12	x	1	-4	8	2
COc1ccc(N2CCN(C(=O)COC(=O)c3ccc(-n4nc(C)cc4C)cc3)CC2)cc1	-9	-5	x	-9	0	2	-3
Cc1ccc(Nc2nnc(SCC(=O)c3ccc(O)cc3O)s2)cc1	-1	u	x	-8	2	-3	0
COc1ccccc1NC(=O)N1C[C@@H]2[C@H](c3ccccc31)[C@H](CO)N2CC1CCOCC1	-1	17	-0.1	-5	0	0	12
Cc1ccc(C(=O)OCC(=O)NC2CCCC2)cc1C	2	-4	5.1	2	-3	-2	12
COC(=O)c1nnn(-c2ccc(F)c(Cl)c2)c1C(=O)OC	0	-10	1.2	x	-4	7	-12

Record cards, as listed above. Values in the order: ERp5 block, DENV2 CPE rescue, E-selectin induc, Statin myotox sup, SIRT5 inh, PglD inh, S100A4 inh HTS
`COc1ccccc1NC(=O)N1C[C@@H]2[C@H](c3ccccc31)[C@H](CO)N2CC1CCOCC1` across the screens: -1, 17, -0.1, -5, 0, 0, 12
`CC(C)NC(=O)Nc1ccc2c(c1)C(=O)N([C@@H](C)CO)C[C@H](C)[C@H](CN(C)C)OCCCC[C@@H](C)O2` across the screens: 1, -5, 1.4, x, 10, -1, -4
`C[C@@H]1CN([C@H](C)CO)C(=O)c2cc(NS(=O)(=O)c3cn(C)cn3)ccc2O[C@H]1CN(C)Cc1ccc(C(=O)O)cc1` across the screens: 8, -2, x, 15, 6, -3, 3
`Cc1ccc(C(=O)OCC(=O)NC2CCCC2)cc1C` across the screens: 2, -4, 5.1, 2, -3, -2, 12

More entries:
SMILES	ERp5 block	DENV2 CPE rescue	E-selectin induc	Statin myotox sup	SIRT5 inh	PglD inh	S100A4 inh HTS
Nc1ncnc(NCc2ccccc2)c1[N+](=O)[O-]	3	14	x	x	-3	x	-5
CC(=O)c1ccc(N2CCN(CC(=O)Nc3ccccc3C(=O)NC3CC3)CC2)c(F)c1	2	-2	-0.1	-10	-3	1	0
O=C(c1ccccn1)N1C[C@@H]2[C@H](c3ccccc31)[C@@H](CO)N2C(=O)CC1CC1	x	x	0.2	-5	x	-1	x
NC(=O)c1c(N)[nH]c(C(=O)c2ccccc2)c1-c1ccc2ccccc2c1	2	-1	0.6	x	x	x	13
CC(C)n1c(=O)[nH]c(=O)n1C(C)C	4	u	-0.3	-6	5	1	-5
NS(=O)(=O)c1ccc(NS(=O)(=O)c2ccc(C3CNC(=O)C3)cc2)cc1 (centres undefined)	4	-2	x	5	-3	3	-2
Cc1ccc(S(=O)(=O)N(C)C[C@H]2Oc3ccc(NC(=O)CCCN(C)C)cc3C(=O)N([C@@H](C)CO)C[C@@H]2C)cc1	1	-1	2.5	-20	2	-1	6
CCc1nc(Nc2ccccc2F)c2oc3ccccc3c2n1	4	-1	0.0	-10	-3	-4	1
CN(C)C(=O)c1ccc(-c2ccc([C@@H]3[C@@H](CO)N(C(=O)Cc4ccccn4)[C@H]3C#N)cc2)cc1	6	2	-0.4	-23	0	-3	-19
O=C(NCc1ccc(F)cc1)c1cc(C2CCCCN2C(=O)c2ccccn2)on1 (centres undefined)	-3	-3	0.0	9	-1	-1	-2
Cc1cc(C)c(NC(=O)CN(C)CC(=O)Nc2cccc(S(=O)(=O)N(C)c3ccccc3)c2)c(C)c1	9	-5	-0.7	-74	-2	-1	-2
CC(=O)N1c2ccc(S(=O)(=O)NCc3ccccc3Cl)cc2CC1C (centres undefined)	1	-4	x	9	-3	0	-5
C[C@@H]1CN([C@H](C)CO)C(=O)c2cc(NC(=O)CCC(F)(F)F)ccc2O[C@@H](C)CCCCO[C@H]1CN(C)S(=O)(=O)c1ccccc1	-1	8	0.7	x	7	1	-1
C[C@H](CO)N1C[C@H](C)[C@@H](CN(C)Cc2ccc(Cl)c(Cl)c2)OCCCC[C@H](C)Oc2ccc(NC(=O)Nc3ccccc3)cc2C1=O	2	-15	x	-4	0	-1	-4
O=C(COc1ccc([N+](=O)[O-])cc1)Nc1ccc(C(=O)Nc2ccccc2C(=O)O)cc1	-1	u	-1.7	x	-3	x	10
C[C@@H]1CN([C@H](C)CO)C(=O)c2cccc(NC(=O)C3CC3)c2O[C@@H]1CN(C)C	6	-2	u	4	3	14	2
NCc1csc(Nc2ncccn2)n1	3	5	-0.3	5	2	-2	0
Cc1nn(C)cc1NC(=O)C[C@H]1CC[C@H]2[C@H](COc3ccc(NC(=O)Nc4cccc(Cl)c4)cc3C(=O)N2C)O1	14	-4	0.2	-2	1	0	-5
CC1(C)CC(=O)C(C2c3ccccc3Oc3ccccc32)C(=O)C1	1	x	x	x	-1	x	0
COCC(=O)Nc1ccc2c(c1)[C@@H]1C[C@@H](CC(=O)NCc3ccccc3F)O[C@H](CO)[C@@H]1O2	3	1	0.1	-2	-2	0	-2
Cc1ccc(CNC(=O)CSCc2ccccc2)cc1	-9	-9	x	2	-6	-1	-4
COc1ccc(CCNC(=O)CSc2ccc(Br)cc2)cc1OC	-1	-6	x	x	0	x	0
Cc1ccc(S(=O)(=O)Nc2ccc3c(c2)CC(=O)N([C@H](C)CO)C[C@H](C)[C@@H](CN(C)S(=O)(=O)c2ccccc2)O3)cc1	x	u	-0.2	45	x	1	x
CC(C)(C)OC(=O)N1CCC(c2c(C(=O)N3CCN(C(=O)c4ccco4)CC3)cnn2-c2ccc(F)cc2F)CC1	1	13	0.1	-1	-1	1	-4
O=C(COc1ccccc1)Nc1ccc(S(=O)(=O)Nc2ccccn2)cc1	1	-4	0.4	-1	-2	-1	0

This is a subset, so the mix of outcomes need not match the whole.
